DAGLB inh – blocks human DAGLB lipase activity; HEK293T DAGLB membrane lysate, EnzChek fluorogenic substrate; inhibition, % at 5.17 µM; AID 504411; Q8NCG7; hit rate 0.059% among 340,000; in the data active = inhibition above about 34%;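 note: 0% = enzyme with vehicle and 100% = wells lacking enzyme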
PKA-R1A act – activates the PKA-R1A holoenzyme complex; P00514+P68181; PKA-R1A dissociation, Cy5-IP20 fluorescence polarization; scaled: DMSO 0%, 113 µM cGMP 100%; activation, % at 11.4 µM; hit rate 0.083% among 340,000;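 active = percent activation above the mean of all tested compounds plus 3 SD, cut at about 19% in these data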;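 note: higher means more PKAc released from R1A so a rise in polarization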
Mot1-301 SUMO – SUMOylation pathway inhibition by Mot1-301 growth rescue; growth rescue, % at 18.8 µM; AID 2716; S. cerevisiae Mot1-301 growth rescue, ATP luminescence, 38.5C; percent above DMSO median, 100 means doubled; hit rate 1% among 320,000;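 active = every valid replicate shows activation above 250% relative to neutral control wells; inactive = the rest, any valid replicate at or below 250%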;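 note: OY570 slx delta 5 strain wells were the positive control but not used for scaling; some compounds called inactive have numbers as strong as hits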
HTR5A inv ctr – inverse agonist of human HTR5A in OPRM1-OPRD1 counter-screen. inhibition, % at 9.3 µM. HTR5A cell line, luminescence, inverse agonism. hit rate 0.083% among 340,000. P47898; in the data active = inhibition mostly above about 23%, no sharp cut-off; inactive = mostly below about 18%;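 note: 0% = cells with DMSO and 100% = no-cell wells with DMSO; some compounds called inactive have numbers as strong as hits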
Target sequence (P47898 whole entry, looked up): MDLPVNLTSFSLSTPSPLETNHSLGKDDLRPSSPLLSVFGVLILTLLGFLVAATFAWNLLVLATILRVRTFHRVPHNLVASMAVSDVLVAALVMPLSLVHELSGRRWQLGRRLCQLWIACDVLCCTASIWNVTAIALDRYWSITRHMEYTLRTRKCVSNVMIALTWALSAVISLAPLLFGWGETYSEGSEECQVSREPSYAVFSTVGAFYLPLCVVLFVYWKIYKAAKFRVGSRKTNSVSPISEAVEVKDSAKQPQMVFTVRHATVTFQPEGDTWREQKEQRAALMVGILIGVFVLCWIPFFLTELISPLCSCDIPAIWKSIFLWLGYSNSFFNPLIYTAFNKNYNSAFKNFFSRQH
AddAB inh – less growth of phage-infected E. coli with AddAB; E. coli expressing H. pylori AddAB, absorbance growth; inhibition, % at 11.9 µM; hit rate 0.29% among 330,000; in the data active = inhibition above about 12%;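 note: 0% = vehicle wells of infected cells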
HTR5A ag ctr – HTR5A agonism, opioid heterodimer counter-screen; AID 504692; activation, % at 9.3 µM; hit rate 0.61% among 340,000; HTR5A agonist assay, luminescence, cell-based; in the data active = activation mostly above about 9.5%, no sharp cut-off; inactive = mostly below about 7.6%;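 note: 0% = cells with vehicle only and 100% = reference agonist; strong numbers were not always called active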
phage Ecoli inh – E. coli growth loss with phage present; hit rate 0.26% among 360,000; growth absorbance; inhibition, % at 11.9 µM; AID 651602; in the data active = inhibition above about 11%
PKA-R2B act – activates the human PKA-R2B holoenzyme complex; PKA-R2B holoenzyme dissociation, Cy5-IP20 fluorescence polarization; R2B truncated from residue 108, S112A mutant; 0% DMSO only, 100% 113 µM cGMP; activation, % at 11.4 µM; hit rate 0.079% among 340,000;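 active = activation above a cutoff set at the mean over all compounds plus 3 SD, cut at about 18% in these data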;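 note: higher means more holoenzyme dissociation and a rise in polarization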
CDK5 p35 inh – CDK5/p35 (human) kinase inhibition; inhibition, % at 10 µM; AID 488839; hit rate 0.01% among 330,000; Recombinant CDK5/p35, ADP-Glo luminescence, 60 min; Q00535+Q15078;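 active = highest replicate inhibition of at least 50% and at least 75% of replicates reaching 50%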;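 note: plate controls were DMSO neutral control for no effect and GW8510 at 10 µM for full effect; many of its hits are not listed in these tables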
Target sequence (Q00535 whole entry, looked up): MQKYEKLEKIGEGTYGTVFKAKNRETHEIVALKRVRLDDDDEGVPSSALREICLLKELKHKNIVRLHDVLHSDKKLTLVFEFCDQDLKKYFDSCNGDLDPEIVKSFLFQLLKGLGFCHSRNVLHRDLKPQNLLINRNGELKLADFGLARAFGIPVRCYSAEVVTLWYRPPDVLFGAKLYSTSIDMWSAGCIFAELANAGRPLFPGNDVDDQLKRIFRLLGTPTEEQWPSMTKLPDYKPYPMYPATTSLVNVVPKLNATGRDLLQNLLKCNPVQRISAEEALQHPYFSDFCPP
Target sequence (Q15078 whole entry, looked up): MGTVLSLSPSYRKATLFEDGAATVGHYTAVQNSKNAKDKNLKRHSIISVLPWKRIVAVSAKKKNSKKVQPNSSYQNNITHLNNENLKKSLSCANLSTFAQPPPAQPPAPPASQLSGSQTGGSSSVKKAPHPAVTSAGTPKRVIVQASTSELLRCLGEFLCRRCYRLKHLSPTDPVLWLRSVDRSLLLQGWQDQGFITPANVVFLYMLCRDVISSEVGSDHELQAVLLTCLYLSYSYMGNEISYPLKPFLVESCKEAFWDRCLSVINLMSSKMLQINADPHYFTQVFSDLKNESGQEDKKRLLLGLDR
Ecoli viability – reduces bacterial viability in AddAB counter-screen | E. coli V3065 growth, OD600 absorbance, 18 h | inhibition, % at 11.9 µM | hit rate 0.27% among 330,000;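 active = inhibition above the campaign's mean inhibition across all tested compounds plus 3 SD, cut at about 9.9% in these data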;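 note: uninfected addAB+ strain grown without phage in ampicillin broth; 0% = DMSO wells and 100% = ciprofloxacin 0.95 µg/ml wells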
Tat export inh – blocks Tat-dependent protein export in E. coli; E. coli MC4100 TorA-mCherry Tat export, fluorescence; inhibition, % at 10 µM; hit rate 0.036% among 340,000; AID 488895;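 active = mean replicate inhibition at least 50% and at least half of replicates individually reaching 50%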;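 note: exported cargo escapes ClpAP degradation while cytoplasmic cargo is degraded and loses fluorescence; 0% = median of neutral control wells and 100% = median of NaSCN control wells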
The depositor's hits bear a star; · = no result given.

Values in the order: DAGLB inh	PKA-R1A act	Mot1-301 SUMO	HTR5A inv ctr	AddAB inh	HTR5A ag ctr	phage Ecoli inh	PKA-R2B act	CDK5 p35 inh	Ecoli viability	Tat export inh
- O=C(c1ccco1)N1CCN(c2ncnc3c2[nH]c2ccc(Br)cc23)CC1
  7	-2	·	-27	·	5	3.9	-3	0.8	·	15
- C/C(=N\NC(=O)c1cc(-c2ccc(Br)s2)[nH]n1)c1ccncc1
  -3	-19	11	3	2.5	-8	1.4	3	0.2	-1.9	-2
- Cc1cc2cc(NC(=O)c3ccco3)ccc2[nH]1
  5	-13	6	-7	4.0	6	-0.1	-2	0.9	2.2	-8
- CC(c1ccco1)N(C(=O)c1ccc(C#N)cc1)c1ccccn1 (stereo not drawn)
  2	-4	293	-3	-0.3	1	2.4	-2	-1.4	-2.1	-3
- Cn1nnc(NC(=O)c2ccccc2F)n1
  -1	-4	-3	1	-0.4	0	2.4	5	2.1	-0.3	-7
- Cc1cccc(N2C(=O)CC(Sc3nc(-c4ccccc4)c4cc(Cl)ccc4n3)C2=O)c1 (stereo not drawn)
  -8	-5	-7	-8	2.0	3	-0.5	-16	0.5	-1.7	0
- COc1ccc(N(C(=O)c2cnsn2)C(C(=O)NC2CCCCC2)c2ccncc2)cc1 (stereo not drawn)
  -3	5	2	9	-0.7	-3	3.2	4	0.8	-2.5	-2
- COc1ccc(/C=N/NC(=O)CCn2cnc3ccccc32)cc1
  ·	·	4	·	0.3	·	1.9	·	0.9	0.4	5
- COc1ccc(NC2=Nc3cccc4cccc2c34)cc1OC
  10	5	-3	-5	-1.3	5	1.4	1	-3.1	-3.6	-5
- CC(C)Oc1ccc(CNC(=O)C2CCN(C(=O)N3CCOc4ccccc43)CC2)cc1
  -4	-15	6	-10	-4.0	3	2.5	0	1.3	-3.0	-8
- Cc1ccc(Cn2nnc3c(=O)[nH]c(C4CCN(S(=O)(=O)Cc5ccccc5)CC4)nc32)cc1
  1	9	-9	-24	2.6	9	-1.1	15	-3.9	-1.6	11
- Cc1ccc(CNC(=O)C2CCC(=O)N2Cc2ccc(C)cc2)cc1 (stereo not drawn)
  2	-1	2	2	0.8	0	0.7	1	0.6	-0.2	-2
- Cc1cc(SCNC(=O)c2ccccc2)nc(C(C)C)n1
  1	3	23	3	1.5	-4	3.5	-10	0.7	-0.3	-2
- CCCN(C(=O)c1ccc(N2CCCC2=O)cc1)c1c(N)n(Cc2ccccc2)c(=O)[nH]c1=O
  1	-1	-2	10	1.4	-4	0.4	-21	-2.8	2.1	5
- CCOC(=O)C1=C(C)Nc2ccccc2N=C1NC(=O)c1ccc(Cl)c(S(=O)(=O)N2CCCC2)c1
  2	-3	-7	11	3.0	3	2.1	-8	2.4	1.0	-3
- O=[N+]([O-])c1ccc(N2CCN(S(=O)(=O)c3ccc4ccccc4c3)CC2)cc1NCC1CCCO1 (stereo not drawn)
  1	-3	·	5	1.7	-2	3.9	0	2.5	-0.8	1
- COc1cccc(C(=O)NCCS(=O)(=O)NCc2ccc(Cl)cc2)c1
  -1	-11	-14	-18	1.4	-2	3.3	-9	-0.1	0.7	6
- CCOc1ccc2nc(NC(=O)CSCC(=O)Nc3cc(C)on3)sc2c1
  3	1	-15	-8	0.3	3	0.9	1	-1.1	1.4	-4
- CCN(CC)S(=O)(=O)c1ccc(C(=O)NCc2n[nH]c(=S)n2Cc2ccccc2)cc1
  0	-10	-13	-20	-1.2	-3	·	-6	0.5	-1.4	17
- CCOC(=O)c1c(N)sc(C(O)(C(F)(F)F)C(F)(F)F)c1-c1ccc(OC)cc1OC
  5	-15	16	7	-0.4	-3	2.6	-4	-22	-1.0	8
- CSCC[C@H](NC(=O)[C@H]1N2C(=O)c3ccccc3C2SC1(C)C)C(=O)NCc1ccncc1 (stereo partly drawn)
  0	-4	5	0	1.5	1	3.4	-9	0.2	0.8	3
- c1ccc(-c2nc3nc4ccccc4nc3n2Cc2ccco2)cc1
  1	-14	-24	-8	1.0	-1	0.3	-9	-3.1	-4.1	4
- CCN(CC)S(=O)(=O)c1ccc(NC(=O)COC(=O)c2ccc(Br)o2)cc1
  -1	-27	3	5	-2.7	-4	1.9	-1	0.2	-0.8	8
- N#Cc1cc2c(nc1SC1CCCCC1O)CCCC2 (stereo not drawn)
  -4	0	485*	-9	-1.0	-4	1.5	-10	-1.2	0.5	5
- CC(=O)N1N=C(c2ccncc2)OC12CCCCC2
  0	-3	0	-17	0.9	-2	2.2	7	1.4	2.1	1
- Cc1cc(C)n2nc(C(F)(F)F)c(-c3ccccc3)c2n1
  -6	1	10	-15	3.8	6	4.0	-8	-0.9	0.8	3
- O=C(Nc1ccc(NC(=O)c2ccc(Cl)c(S(=O)(=O)N3CCOCC3)c2)cc1)c1ccccc1
  1	9	-1	8	0.5	1	-0.1	-3	-3.6	2.0	-6
- O=C(COC(=O)CNC(=O)c1ccc(Cl)c([N+](=O)[O-])c1)NC(=O)c1ccccc1
  0	-5	185	0	1.9	-2	0.0	0	0.5	-0.3	1
- O=C(CNC(=O)c1ccccc1F)NCCOc1ccccc1Cl
  -4	-6	4	9	2.8	-3	2.8	1	-0.6	-0.2	-5
- COc1ccc(/C=C/C(=O)NC2CCN(Cc3ccccc3)CC2)cc1OC
  0	5	-1	-1	2.5	0	0.6	0	-5.9	1.4	-17
- O=C(CCC(=O)c1ccc(Oc2ccccc2)cc1)Nc1cccc(Cl)c1Cl
  -10	-7	-13	-3	-2.7	1	3.5	-6	0.4	-1.8	3
- CCOc1ccccc1-c1nnc(SCC(=O)NC2CC3CCC2C3)n1CC (stereo not drawn)
  -3	-9	·	1	4.8	0	0.9	-5	-0.5	-1.4	-7
- Cc1cc(C)cc(NC(=O)c2nccnc2C(=O)O)c1
  3	6	-2	-4	0.2	1	3.4	4	0.0	1.5	-8
- CCOc1ccc(C(CC(=O)O)n2cnnn2)cc1 (stereo not drawn)
  1	-12	5	15	4.4	1	2.9	-3	0.3	-1.9	2
- COc1ccc(N2CCN(C(=O)C3CCCN3S(=O)(=O)c3cccc4nsnc34)CC2)cc1 (stereo not drawn)
  -1	-6	4	1	1.2	-8	·	-8	0.8	1.4	-7
- Cc1cc2oc(=O)cc(C)c2c(=O)o1
  2	-2	-2	8	1.9	-4	-0.1	9	2.8	-0.5	0
- CN(C)CCOc1nc(-c2ccccc2)nc2c1oc1ccccc12
  -2	9	87	-23	-0.8	8	-0.4	-3	-0.8	-1.0	1
- COc1cccc(NC(=O)CN(C)C(=O)c2ccccc2CCc2ccccc2)c1
  -2	-5	141	2	-0.2	1	-0.6	1	1.5	1.3	17
- CCN(CC)CCCNC(=O)C1CCC(CNS(=O)(=O)c2ccc(Cl)cc2)CC1 (stereo not drawn)
  3	-1	11	9	-1.0	-2	2.9	-3	-1.9	-0.6	-8
- CN(C)CCCNC(=O)c1ccc(CN(c2ccccc2)S(C)(=O)=O)cc1
  0	-5	4	-27	-0.3	-2	2.9	-1	0.5	1.9	-6
- Cc1cnc(NC(=O)CSc2nc3ccccc3s2)s1
  0	9	395*	-7	0.7	1	2.6	0	1.1	1.5	15
- Cc1cccc(C)c1OCCNC(=O)CCC(=O)c1ccccc1
  0	8	-3	-20	-0.4	-2	3.6	-1	1.0	-2.9	-3
- CCOC(=O)C1=CN(Cc2ccco2)S(=O)(=O)N(C)C1c1cccc(OC)c1 (stereo not drawn)
  -3	-1	·	-3	0.7	1	-0.2	1	-0.2	0.7	-1
- CC(=O)N1CCc2cc(S(=O)(=O)NC(C(=O)NC3CCCc4ccccc43)C(C)C)ccc21 (stereo not drawn)
  1	7	12	0	-0.9	8	1.4	-14	-0.1	-3.5	0
- FC(F)C(F)(F)C1=CC(c2cccs2)=NCCN1
  1	-1	2	-7	2.0	-3	1.4	4	-1.4	-1.6	0
- Cc1ccc(S(=O)(=O)N2CCCCC2)cc1C(=O)N(C)CC(=O)Nc1cccc(F)c1
  -2	-1	4	2	0.5	-1	3.5	-9	0.0	-1.2	1
- O=C1CCC(=O)N1c1ccc(CSc2nc3ccccc3[nH]2)cc1
  -2	-2	33	-7	0.0	0	-0.2	-5	3.9	1.8	-1
- COc1cc(/C=C2/SC(=O)N(CC(=O)N3CCCC3)C2=O)ccc1Oc1ccc([N+](=O)[O-])cn1
  0	4	-2	-7	-1.3	1	-2.5	-1	0.5	0.7	3
- O=C(CSc1ccccn1)N1CCN(c2ccccc2)CC1
  -3	2	-13	-4	2.8	0	·	-3	-1.9	3.6	1
- O=C(CC1CCCCC1)N1CCN(c2ccccn2)CC1
  -2	-11	4	10	2.1	4	-0.2	-6	-1.6	-2.1	0
- CCOc1ccc(N(CC(=O)NCCSCc2ccc(Cl)cc2)S(C)(=O)=O)cc1
  -2	0	-16	8	2.6	-2	1.3	-2	1.0	-2.1	4

Part of the list above in order of number of heavy atoms, lowest first.
Values in the order: DAGLB inh	PKA-R1A act	Mot1-301 SUMO	HTR5A inv ctr	AddAB inh	HTR5A ag ctr	phage Ecoli inh	PKA-R2B act	CDK5 p35 inh	Ecoli viability	Tat export inh
- O=C(CC1CCCCC1)N1CCN(c2ccccn2)CC1
  -2	-11	4	10	2.1	4	-0.2	-6	-1.6	-2.1	0
- O=C(CSc1ccccn1)N1CCN(c2ccccc2)CC1
  -3	2	-13	-4	2.8	0	·	-3	-1.9	3.6	1
- Cc1ccc(S(=O)(=O)N2CCCCC2)cc1C(=O)N(C)CC(=O)Nc1cccc(F)c1
  -2	-1	4	2	0.5	-1	3.5	-9	0.0	-1.2	1

Compound activity deposited in PubChem by several laboratories.
